sEH inhibitor: soluble epoxide hydrolase inhibitors, primary screen, biochemical, human sEH; Bifunctional epoxide hydrolase 2 (Homo sapiens), P34913; recombinant human sEH enzymatic activity assay; inhibition, % at 2 µM; 91,000 compounds, 0.34% hits; in the data active = inhibition above about 80%; note: values of inactives mirror those of a sister screen read the other way; many of its hits are not listed in these tables
Target sequence (P34913 whole entry, looked up): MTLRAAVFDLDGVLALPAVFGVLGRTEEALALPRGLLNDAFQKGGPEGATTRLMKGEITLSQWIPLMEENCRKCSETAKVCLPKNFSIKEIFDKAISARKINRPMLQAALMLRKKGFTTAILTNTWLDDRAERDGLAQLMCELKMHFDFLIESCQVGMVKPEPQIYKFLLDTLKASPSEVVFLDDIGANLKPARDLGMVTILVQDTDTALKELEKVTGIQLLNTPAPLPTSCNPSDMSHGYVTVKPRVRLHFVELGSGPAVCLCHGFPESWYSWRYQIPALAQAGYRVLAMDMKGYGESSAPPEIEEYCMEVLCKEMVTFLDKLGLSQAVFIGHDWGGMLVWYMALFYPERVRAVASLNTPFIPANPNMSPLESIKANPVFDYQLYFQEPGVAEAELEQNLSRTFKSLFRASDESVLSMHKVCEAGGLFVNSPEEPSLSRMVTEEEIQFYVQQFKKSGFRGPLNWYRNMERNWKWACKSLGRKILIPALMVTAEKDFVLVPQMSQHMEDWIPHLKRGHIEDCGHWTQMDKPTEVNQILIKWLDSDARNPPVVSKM
H69AR inhibit: proliferation blockers of H69AR lung cancer cells, primary screen, cell-based, human, 86K library; H69AR lung tumor viability, ATP luminescence, 72 h; active compounds read low; viability, % at 10 µM; 85,000 compounds, 6% hits;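 active = viability at or below 40%; inactive = viability above 40%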;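 note: multidrug resistant small cell line overexpressing MRP-1 efflux transporter; 100% = mean luminescence of untreated control wells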
PostGolgi ctrl: growth inhibition of yeast control strain, primary screen, counter-screen for post-Golgi transport modulator project; inhibition, % at 10 µM; 98,000 compounds, 5% hits; efflux-deficient yeast background strain, growth absorbance A615, 16 h; in the data active = inhibition above about 30%
HUVEC inhibit: inhibitors of HUVEC proliferation, primary screen, cell-based, 384-well. CellTiter-Glo luminescence, 72 h; active compounds read low. viability, % at 10 µM (by protocol). 86,000 compounds, 1.1% hits. AID 648, 2007;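 active = viability at or below 30%; inactive = viability above 30%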;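 note: 100% = median luminescence of DMSO-only cell control wells on each plate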
sEH activator: soluble epoxide hydrolase activators, primary screen, biochemical, human sEH; activation, % at 2 µM; 91,000 compounds, 0.04% hits; purified human sEH enzymatic activity, activator screen; Bifunctional epoxide hydrolase 2 (Homo sapiens), P34913; in the data active = activation above about 37%; note: values of inactives mirror those of a sister screen read the other way
LYP act: LYP phosphatase activators, primary screen, biochemical, DiFMUP fluorescence, 2 µM | recombinant LYP; 0 = plate median, 100 = signal doubled | Tyrosine-protein phosphatase non-receptor type 22 (Homo sapiens), Q9Y2R2 | 96,000 compounds, 0.11% hits | activation, % at 2 µM;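 active = activation at 2 µM above a set limit, the mean plus 5 SD, cut at about 37% in these data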
S1P2 blocker: human S1P2 receptor antagonists, primary screen, cell-based; Sphingosine 1-phosphate receptor 2 (Homo sapiens), O95136; cell-based S1P2 antagonist assay, inhibition at 5 uM; inhibition, % at 5 µM; 97,000 compounds, 0.21% hits; AID 736, 2007; in the data active = inhibition above about 45%;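 note: CRE beta-lactamase reporter cells expressing human S1P2 stimulated with S1P; 0% = agonist at EC80 alone and 100% = agonist plus reference antagonist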
Target sequence (O95136 whole entry, looked up): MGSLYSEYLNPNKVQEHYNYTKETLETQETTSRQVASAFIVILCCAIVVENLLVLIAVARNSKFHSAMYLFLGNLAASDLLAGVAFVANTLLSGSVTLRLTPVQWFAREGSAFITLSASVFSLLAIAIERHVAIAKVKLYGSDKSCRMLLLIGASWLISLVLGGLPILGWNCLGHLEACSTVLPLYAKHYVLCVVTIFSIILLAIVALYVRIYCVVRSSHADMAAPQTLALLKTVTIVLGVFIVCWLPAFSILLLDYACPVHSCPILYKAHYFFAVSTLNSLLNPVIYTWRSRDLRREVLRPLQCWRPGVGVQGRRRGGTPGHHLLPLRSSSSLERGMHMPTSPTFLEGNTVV
S1P2 agonist: S1P2 receptor agonists, primary screen, cell-based; Sphingosine 1-phosphate receptor 2 (Homo sapiens), O95136; S1P2-expressing cell line, agonist reporter read-out; activation, % at 4.5 µM; 97,000 compounds, 0.46% hits; in the data active = activation above about 16%;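 note: 0% = vehicle low control and 100% = maximal reference agonist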
Lung fibro prol: antiproliferative effect on LL 47 fibroblasts – human, LL 47 cells, CellTiter-Glo luminescence, primary screen; LL 47 human lung fibroblast viability, ATP luminescence; active compounds read low; viability, % at 10 µM; 85,000 compounds, 1.1% hits; AID 719, 2007;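 active = viability at or below 50% in the single dose screen; inactive = viability above 50%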;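 note: compound exposure lasted 72 h before the ATP readout; 100% = median luminescence of untreated cell-only wells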
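test system = LL 47 human lung fibroblasts | amount = 1,150 fibroblasts seeded per well | medium = 15% FBS in IMEM | times = overnight cell rest, 72 h compound treatment at 37 °C | measured by = CellTiter-Glo luminescence measuring cellular ATP | read-out = viability percentage against median untreated-cell control | benchmarks = cell-only wells, no compound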
Active calls of the source: *; · = not tested or not shown. Some of the compounds tested; rates above refer to the full screens.

The line under a structure holds: sEH inhibitor, H69AR inhibit, PostGolgi ctrl, HUVEC inhibit, sEH activator, LYP act, S1P2 blocker, S1P2 agonist, Lung fibro prol
- CCN(CC)C(=O)C1CC(=O)N(c2ccc(F)c(Cl)c2)C1 (configuration not stated)
→ -2, 91, -1, 98, -1, 9, 10, -4, 101
- COc1nc(OCC#N)nc(N(C)C)n1
→ -8, 89, 3, 103, 8, -5, -2, -4, 97
- Cc1cc(SCC(=O)c2cccs2)nc2c(C)cccc12
→ 4, ·, 13, ·, -3, 12, -5, -11, ·
- COc1ccc(S(=O)(=O)Nc2cccc(SC)c2)cc1OC
→ -16, ·, 6, ·, 14, -3, 1, 0, ·
- CC1Cc2ccccc2N1Cc1nc2cc(C(F)(F)F)ccc2c(=O)[nH]1 (configuration not stated)
→ 5, 37*, 6, 76, -5, -9, -1, -6, 79
- CCC1CCCCN1S(=O)(=O)c1ccc(NC(=O)CSc2ncccc2C(=O)O)cc1 (configuration not stated)
→ ·, 94, -2, 101, ·, ·, ·, ·, 104
- CCCn1c(=O)c2c(C(=O)OCC)cc(-c3ccco3)nc2n(CCC)c1=O
→ -10, ·, 13, ·, 11, -8, 8, 3, ·
- CCOC(=O)C1CCN(C(=O)c2cn(C)c(=O)c3cc(OC)c(OC)cc23)CC1
→ -7, ·, 11, ·, 5, 2, -8, -3, ·
- CCOc1ccc(NS(=O)(=O)c2ccc(NS(=O)(=O)c3ccc(SC)cc3)cc2)cc1
→ -11, 68, -1, 43, 9, -5, 3, -5, 87
- O=S(Cc1cc(Oc2ccccc2)nc(-c2ccccc2)n1)c1ccccc1 (configuration not stated)
→ 4, ·, 35*, ·, -4, 8, 9, -2, ·
- O=C1OCCC1Sc1nc2ccccc2n1Cc1ccccc1 (configuration not stated)
→ -5, 99, 28, 94, 8, 3, -6, -11, 97
- Cn1c(=Nc2ccccc2)sc2ccccc21
→ 8, ·, 0, ·, -7, -1, 7, 2, ·
- CN1C(=O)NC(NC(=O)c2cccs2)(C(F)(F)F)C1=O (configuration not stated)
→ -7, 108, 5, 101, 8, 11, 10, -5, 96
- O=C1c2ccccc2C(=O)N1CCCOCc1c[nH]c(=O)[nH]c1=O
→ ·, 99, -1, 92, ·, ·, ·, ·, 100
- FCCCOc1ccc(-c2nccc(-c3ccc(F)cc3)n2)cc1
→ 1, ·, 5, ·, 1, 7, -3, -6, ·
- Cn1c(CNC(=O)c2ccc(Cl)c(Cl)c2)nnc1SCC(=O)Nc1sc2c(c1C#N)CCCC2
→ -1, 48, -5, 80, 1, -18, -9, -2, 95
- O=C(Nc1ccc2c(c1)OCCO2)C1CCN(S(=O)(=O)Cc2ccccc2)CC1
→ 28, 94, -3, 95, -26, 0, 15, -11, 106
- O=C(O)c1cccc(Cn2cc(Br)cn2)c1
→ -19, 101, 14, 89, 20, 0, 18, -6, 96
- COc1cc(C(=O)NC(=S)NCc2ccco2)cc(OC)c1OC
→ 12, ·, -7, ·, -10, 6, -19, -2, ·
- OC(c1ccccc1)c1nccn1Cc1ccccc1 (configuration not stated)
→ 2, 94, 15, 117, -3, 6, 1, -5, 109
- Cc1ccc(NC2=Nc3ccccc3CS2)cc1
→ 2, 87, 4, 91, -2, -6, -17, -8, 84
- COc1ccc(C)cc1NC(=O)Nn1cnnc1
→ -5, 88, 7, 96, 4, 30, -2, -9, 103
- CCOC(=O)c1cnn(Cc2ccccc2)c1N
→ -13, 92, ·, 92, 16, 3, 1, -2, 97
- Cc1cc[n+](CC(=O)Nc2cc(C(F)(F)F)ccc2Cl)cc1
→ -1, ·, 9, ·, 3, -14, 18, -4, ·
- CCn1ncc(Br)c1C(=O)Nc1nccs1
→ 5, 88, 16, 93, 0, -8, -14, 0, 95
- Cc1nc2c(Br)c3nc(C(F)(F)F)[nH]c3c(Br)c2[nH]1
→ 4, 84, 11, 95, -6, 6, 3, -4, 98
- Cc1ccc2c(c1)N(Cc1ccncc1)C(=O)C(C)O2 (configuration not stated)
→ 9, ·, -12, ·, -6, -13, -22, -2, ·
- CCn1c2ccccc2c2cc(NC(=O)N3CCOCC3)ccc21
→ 29, 66, -5, 96, -28, -11, 15, -6, 96
- COCCn1c(SC(C)C(=O)Nc2ccc3c(c2)OCCO3)nc2ccccc2c1=O (configuration not stated)
→ -4, 67, -3, 91, 4, -1, -17, -3, 101
- O=C1C(c2ccc(F)cc2)N(CC2COc3ccccc3O2)C(=O)CN1C1CCCCC1 (configuration not stated)
→ 5, 78, 23, 90, -2, -7, -10, -3, 88
- Fc1ccc(NC(=S)N2CCCc3ccccc32)cc1
→ -7, ·, 2, ·, 9, -6, 6, -8, ·
- COc1ccc(C(=O)NCCn2ccc3ccccc32)cc1OC
→ ·, 90, 0, 103, ·, ·, ·, ·, 104
- OCCN1CCN(c2nc(N3CCCCC3)nc(N3CCCCC3)n2)CC1
→ -7, ·, 0, ·, 6, -1, 11, -6, ·
- CCOC(=O)c1c(NC(=O)Cn2nc([N+](=O)[O-])c(Br)c2C)sc2c1CCC(C)C2 (configuration not stated)
→ -6, ·, -1, ·, 9, 5, 7, -6, ·
- COC(=O)/C(=C\c1ccc([N+](=O)[O-])o1)NC(=O)c1ccccc1
→ 2, ·, 3, ·, -1, -6, -8, -2, ·
- CCCn1nnc(NC(=O)COc2ccc(Cl)cc2)n1
→ 2, 102, 6, 96, -3, 7, -11, -2, 94
- Cc1nnc(NC(=O)NCN2C(=O)C3C4C=CC(C4)C3C2=O)s1 (configuration not stated)
→ 8, ·, 0, ·, -7, -3, 21, -3, ·
- Clc1ccc(-c2nnc3c4ccccc4nc(N4CCOCC4)n23)cc1Cl
→ -6, ·, 19, ·, 3, -10, 22, -8, ·
- Cc1ccc(-n2c(CNc3ccc(F)cc3)nnc2SCC(=O)NCc2ccco2)cc1
→ -4, 101, 13, 81, 5, -7, 11, -11, 96
- Nc1cc(=O)[nH]c(SCC(=O)Nc2cc(Cl)cc(Cl)c2)n1
→ 6, 103, 17, 102, -5, -4, -31, -4, 96
- Cc1ccccc1N(CC(=O)NCc1ccc2c(c1)OCO2)C(=O)CCC(=O)Nc1ccccn1
→ 0, 67, 2, 89, -1, 1, -2, -5, 100
- Cn1c(=O)n(Cc2ccccc2F)c(=O)c2c1nc1n2CCCN1CCc1ccccc1
→ -5, ·, -2, 90, 4, 4, -1, -14, 94
- O=C1NC(=O)c2cc(NC(=O)C3CCCCC3)ccc21
→ 11, 94, 4, 98, -11, 5, 7, -4, 103
- COc1ccccc1-c1nnc(SCC(=O)Nc2cc(C)on2)o1
→ -11, ·, 7, 94, 6, -9, 3, -5, 104
- CN(C(=O)CSc1nc2ccccc2n1CCc1ccccc1)C1CCS(=O)(=O)C1 (configuration not stated)
→ ·, 78, 5, 75, ·, 2, 19, -4, 90
- CCOC(=O)N1CCC(N2C(=O)c3ccccc3C2Nc2ccccc2C)CC1 (configuration not stated)
→ -1, 73, 15, 93, 0, 9, 10, -5, 95
- COc1ccc(N(CC(=O)NCc2cccnc2)S(=O)(=O)c2c(C)nn(C)c2C)cc1
→ 17, 98, 37*, 104, -15, 7, -8, -3, 104
- COc1ccc(CCC(C(O)C(F)(F)F)S(=O)c2ccccc2)cc1 (configuration not stated)
→ 5, ·, 11, ·, -5, 3, -3, -1, ·
- Cc1ccc(C2C(/C=C3/SC(=S)NC3=O)=C(c3cccs3)Oc3ccccc32)cc1 (configuration not stated)
→ -11, 14*, 21, 49, 13, -11, -26, -2, 92
- COc1cc2[nH]c(=O)n(CCCCCC(=O)NCCc3c[nH]c4ccccc34)c(=O)c2cc1OC
→ 46, 70, -2, 82, -48, 4, -4, -3, 103
- COc1ccc2nc(NC(=O)C3COc4ccccc4O3)sc2c1 (configuration not stated)
→ -2, 84, 36*, 86, 6, 15, -7, -2, 101
- N#Cc1c(N)nc2c3c(sc(=N)c2c1N)NC(=O)CC3c1c(F)cccc1Cl (configuration not stated)
→ 4, ·, 1, ·, -4, 1, -1, 0, ·
- COC(=O)C1CCN(C(=O)COC(=O)CC(NC(N)=O)c2ccc(Cl)cc2)CC1 (configuration not stated)
→ ·, 97, -3, 93, ·, ·, ·, ·, 95
- COCCn1c(C)cc(C(=O)COC(=O)C23CC4CC(CC(O)(C4)C2)C3)c1C
→ -11, 94, -1, 114, 7, -11, -3, 1, 101
- N#CC(c1ccc(Cl)cc1)(c1ncc(C(F)(F)F)cc1Cl)N1CCOCC1 (configuration not stated)
→ -5, ·, 14, ·, 7, -2, -8, -2, ·
- COC(=O)C1C(O)=C(C=NCC(C)N=CC2=C(O)C(C(=O)OC)C(C)(C)CC2=O)C(=O)CC1(C)C (configuration not stated)
→ -8, 110, 4, 108, 9, -1, 9, -8, 93
- Cc1ccc(C(=O)NC(=S)Nc2ccccc2C(F)(F)F)cc1
→ 0, ·, 4, ·, 2, -8, -1, 0, ·
- COC(=O)C1=CN(C)C=C(C(=O)OC)C1c1ccsc1
→ -8, 92, -2, 97, 8, 6, -4, 3, 101
- O=C(Nc1nc(-c2ccc(S(=O)(=O)N3CCCC3)cc2)cs1)c1cccs1
→ 8, 67, 15, 79, -5, -2, -1, -3, 102
- COc1ccc(-n2nnnc2-c2cccnc2)cc1
→ -4, 82, 7, 93, 3, -11, -16, -2, 98

Arranged by molar mass (rising): some entries from above
The line under a structure holds: sEH inhibitor, H69AR inhibit, PostGolgi ctrl, HUVEC inhibit, sEH activator, LYP act, S1P2 blocker, S1P2 agonist, Lung fibro prol
- OC(c1ccccc1)c1nccn1Cc1ccccc1 (configuration not stated)
→ 2, 94, 15, 117, -3, 6, 1, -5, 109
- Cc1ccc2c(c1)N(Cc1ccncc1)C(=O)C(C)O2 (configuration not stated)
→ 9, ·, -12, ·, -6, -13, -22, -2, ·
- O=C1NC(=O)c2cc(NC(=O)C3CCCCC3)ccc21
→ 11, 94, 4, 98, -11, 5, 7, -4, 103
- COC(=O)/C(=C\c1ccc([N+](=O)[O-])o1)NC(=O)c1ccccc1
→ 2, ·, 3, ·, -1, -6, -8, -2, ·
- Cc1ccc(C(=O)NC(=S)Nc2ccccc2C(F)(F)F)cc1
→ 0, ·, 4, ·, 2, -8, -1, 0, ·
- COc1ccccc1-c1nnc(SCC(=O)Nc2cc(C)on2)o1
→ -11, ·, 7, 94, 6, -9, 3, -5, 104
- COc1cc(C(=O)NC(=S)NCc2ccco2)cc(OC)c1OC
→ 12, ·, -7, ·, -10, 6, -19, -2, ·
- O=S(Cc1cc(Oc2ccccc2)nc(-c2ccccc2)n1)c1ccccc1 (configuration not stated)
→ 4, ·, 35*, ·, -4, 8, 9, -2, ·
- Cc1nc2c(Br)c3nc(C(F)(F)F)[nH]c3c(Br)c2[nH]1
→ 4, 84, 11, 95, -6, 6, 3, -4, 98
- CCOC(=O)C1CCN(C(=O)c2cn(C)c(=O)c3cc(OC)c(OC)cc23)CC1
→ -7, ·, 11, ·, 5, 2, -8, -3, ·
- O=C(Nc1ccc2c(c1)OCCO2)C1CCN(S(=O)(=O)Cc2ccccc2)CC1
→ 28, 94, -3, 95, -26, 0, 15, -11, 106
- O=C(Nc1nc(-c2ccc(S(=O)(=O)N3CCCC3)cc2)cs1)c1cccs1
→ 8, 67, 15, 79, -5, -2, -1, -3, 102
- CN(C(=O)CSc1nc2ccccc2n1CCc1ccccc1)C1CCS(=O)(=O)C1 (configuration not stated)
→ ·, 78, 5, 75, ·, 2, 19, -4, 90
- Cc1ccc(C2C(/C=C3/SC(=S)NC3=O)=C(c3cccs3)Oc3ccccc32)cc1 (configuration not stated)
→ -11, 14*, 21, 49, 13, -11, -26, -2, 92
- COC(=O)C1C(O)=C(C=NCC(C)N=CC2=C(O)C(C(=O)OC)C(C)(C)CC2=O)C(=O)CC1(C)C (configuration not stated)
→ -8, 110, 4, 108, 9, -1, 9, -8, 93

Compound activity deposited in PubChem BioAssay by several laboratories.
